Compound activity from PubChem.
TNAP activation fold: human TNAP enzyme activators, primary screen, biochemical, luminescent, no phosphate acceptor, uHTS (AID 1001); hit rate 0.03% among 200,000; activation fold at 20 µM; hits with a dose series show EC50 in µM; purified TNAP, luminescent activation assay, no phosphate acceptor; higher activation fold means a stronger effect; in the data active means activation fold from about 3, or a potency from the dose series; inactive means the rest, 99 in 100 with activation fold below about 1.6; further: many of its hits are not listed in these tables
Yfh1-off respiration: mitochondrial function rescue without frataxin homolog – Friedreich's ataxia, plus single-dose screen, dose response (AID 1465); one-dose fold induction at 50 µM; EC50 in µM for titrated hits; S. cerevisiae Yfh1-off respiration, WST-1 reduction, 72 h; higher fold induction means a stronger effect; hit rate 0.074% among 220,000;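 active means fold induction of absorbance versus untreated yeast above a set limit, then at least 30% activation at any dose in follow-up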;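 further: activators that raise dye reduction in frataxin-depleted yeast; strong numbers were not always called active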
M1AAP inhibition: malaria alanyl aminopeptidase activity blockers – biochemical, fluorogenic H-Leu-NHMec substrate, 1536-well (AID 1445). hit rate 0.42% among 220,000. recombinant M1AAP, H-Leu-NHMec fluorogenic kinetic assay; higher % means a stronger effect. one-dose inhibition, % at 30 µM; IC50 in µM for titrated hits;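 active means primary inhibition above the hit cutoff, then over 50% inhibition at one or more dose response concentrations, cut at about 23% in these data, passing the limit was not always enough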;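 further: plate controls were DMSO full reaction for no effect and no enzyme background for full effect; strong numbers were not always called active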
human PMI inhibitors: human PMI inhibitors, high substrate, primary screen, biochemical, fluorescence intensity, high mannose 6-phosphate (AID 1220); recombinant PMI enzyme, coupled fluorescence intensity; higher % means a stronger effect; one-dose inhibition, % at 20 µM; IC50 in µM for titrated hits; hit rate 0.66% among 190,000
XIAP antagonists: XIAP antagonists, biochemical, IAP family, fluorescence polarization (AID 1018); displacement, % at 20 µM, or IC50 in µM where a hit was titrated; hit rate 0.007% among 200,000; XIAP BIR domain, fluorescence polarization peptide displacement; higher % means a stronger effect; in the data active means displacement above about 50%; further: a part of the inactive calls stands beside numbers as strong as those of hits
LYP phosphatase: PTPN22 lymphoid phosphatase activity blockers – biochemical, fluorescence intensity, uHTS (AID 1779); recombinant LYP phosphatase, fluorescence intensity; higher % means a stronger effect; inhibition, % at 11.5 µM; hits with a dose series show IC50 in µM; hit rate 0.054% among 290,000;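 further: plate controls were vehicle with enzyme for no effect and no enzyme for full effect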
WT yeast gro inh: growth inhibition of WT yeast, mitochondrial fusion screen | hit rate 2.1% among 190,000 | mitochondrial fusion phenotypic screen, WT strain | inhibition, % at 10 µM; in the data active means inhibition above about 58%; tested in S. cerevisiae
human PMI inhibition: MPI enzyme activity inhibition – biochemical, fluorescence intensity, coupled assay, primary screen (AID 1209) | inhibition, % at 20 µM, or IC50 in µM where a hit was titrated | purified PMI enzyme, coupled fluorescence intensity; higher % means a stronger effect | hit rate 0.42% among 190,000;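 further: plate controls were DMSO vehicle for no effect and wells lacking substrate for full effect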
M17LAP inhibition: P. falciparum M17LAP inhibitors, primary screen, biochemical, fluorogenic H-Leu-NHMec substrate, 1536-well (AID 1619). recombinant M17LAP, H-Leu-NHMec fluorogenic kinetic assay; higher % means a stronger effect. one-dose inhibition, % at 30 µM; IC50 in µM for titrated hits. hit rate 0.38% among 220,000;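 active means compound inhibiting the enzyme by more than half at any dose during confirmatory dose-response retesting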;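 further: plate controls were full reaction with DMSO carrier for no effect and no enzyme background for full effect; strong numbers were not always called active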
WT yeast gro inh mutant strain: further read-out of WT yeast gro inh, marked with its call; inhibition, %; mitochondrial fusion phenotypic screen, mutant strain inhibition
An asterisk follows results filed as active; i = inactive; . = not tested or not shown. Unless noted, no stated cut-off is given here; in the data, active means inhibition above about 50%; inactive means the rest. An unsorted share of the library. Share with any hit: about 3.7%.

SMILES | TNAP activation fold | Yfh1-off respiration | M1AAP inhibition | human PMI inhibitors | XIAP antagonists | LYP phosphatase | WT yeast gro inh | WT yeast gro inh mutant strain | human PMI inhibition | M17LAP inhibition
Cc1onc(-c2ccccc2Cl)c1C(=O)Nc1nn[nH]n1 | 1.2 | i | 13% | 0% | -1.6% | -8% | -6 | 0 | 3% | 8%
CCCN(CCC)CCNS(=O)(=O)c1ccc2c(c1)CCN2C(=O)C1CCC1 | 1.2 | i | 2% | -5% | -6.5% | -3% | 16 | 16 | -8% | -1%
COc1cc(C(=O)Nc2ccc(S(=O)(=O)Nc3cc(C)on3)cc2)cc(OC)c1OC | 1.2 | i | -1% | -6% | -0.5% | -3% | 5 | -29 | -17% | 4%
OC(CCN1CCOCC1)(c1ccc(Cl)cc1)C1CCCCC1 (stereo not given) | 1 | i | 4% | 11% | -3.5% | -6% | 13 | 13 | 16% | 6%
CC(C)c1nc(Cl)c(C#N)c2c1CCCC2 | 1 | i | 3% | -2% | 0.5% | -4% | 3 | -4 | 7% | 6%
Cc1nn2c(N)c(C#N)cnc2c1-c1ccccc1 | 1.2 | i | -2% | -7% | -5.4% | 3% | 7 | 7 | 0% | -5%
CCOC(=O)c1cc(C#N)c(Oc2ccc(F)cc2)nc1-c1ccccc1 | 1 | i | -5% | 10% | -2.7% | 0% | 4 | 10 | 18% | 0%
Cc1cc(NC(=O)c2cc(C3CC3)on2)no1 | 1 | i | -2% | 5% | -4.1% | -4% | -3 | 3 | 5% | -4%
O=C1c2ccccc2C(=O)N1CCSc1nncs1 | 1 | i | 2% | -4% | -5.8% | -4% | 3 | -14 | -7% | 3%
CC(=O)Nc1nc(-c2ccc([N+](=O)[O-])cc2)cs1 | 1.1 | i | 0% | -10% | -1.5% | 0% | 9 | 5 | -6% | -21%
COC(=O)CNC(=O)CSc1nnc2cc(C)c3ccccc3n12 | 1.1 | i | 2% | -5% | -6.6% | 0% | 5 | -1 | 0% | 30%
COc1cccc(N=Nc2c(=O)[nH]n3c(=O)cc(C)[nH]c23)c1 | 1.9 | i | 21% | -2% | -1.2% | -2% | . | . | 4% | 38%
CC(=O)Oc1ccc(-c2ccc(C(=O)Nc3cccc(S(=O)(=O)N4CCOCC4)c3)cc2)cc1 | 1 | i | -2% | 1% | -5.2% | 3% | -2 | 7 | -4% | 1%
OC1(c2cccs2)CN(c2ccc(Br)cc2)C2=[N+]1CCCS2 (stereo not given) | . | i | 5% | . | . | -2% | . | . | . | -7%
O=C(c1cc2c(s1)CCCC2)N1CCN(Cc2ccc3c(c2)OCO3)CC1 | 1.1 | i | 5% | 17% | -5.4% | -3% | 38 | 16 | 7% | 5%
O=C(C[n+]1ccccc1)Nc1ccccc1Br | 1.1 | i | 4% | 14% | 0.4% | -4% | -4 | 7 | -3% | -4%
NC(N)=NS(=O)(=O)c1ccc(NC(=S)NC(=O)c2ccc(Br)cc2)cc1 | 0.7 | i | 2% | 10% | -9.0% | -1% | -6 | -1 | 12% | 4%
COc1ccc(OC)c(S(=O)(=O)n2cnc3cc(C)c(C)cc32)c1 | 1 | i | -1% | 8% | -0.6% | -3% | 10 | 6 | 12% | 3%
CC(=C/C(=O)O)/C=C/c1ccc([N+](=O)[O-])cc1 | 1.1 | i | 15% | -19% | -4.4% | -1% | -23 | 10 | 0% | 31%
Cn1nnc2c[n+](CC(=O)c3ccc4ccccc4c3)cc(Br)c21 | . | i | 1% | . | . | -7% | . | . | . | 0%
Cc1cc(Cl)c(S(=O)(=O)N2CCCCCC2)cc1OCC(N)=O | 1.1 | . | 4% | -3% | 23% | -7% | 36 | -4 | 1% | 12%
C/C(=N\NC(=O)c1ccc(CSc2nncn2C)cc1)c1cccs1 | 1.1 | i | -4% | -11% | -8.2% | -2% | 6 | 5 | -14% | 0%
Cc1ccc(CNC(=O)CCNS(=O)(=O)c2cccc3nonc23)cc1 | 1.1 | i | -3% | -6% | -1.7% | -4% | 18 | 26 | -4% | 13%
CCOC(=O)C1CCN(c2ncnc3c2c(-c2ccccc2)cn3-c2ccccc2)CC1 | 1 | i | 8% | 8% | -1.4% | 1% | 20 | 9 | 8% | 4%
O=C(N/N=C/c1ccc(O)c2ncccc12)c1cccc(Br)c1 | 1.6 | i | 13% | 44% | -3.0% | -5% | -10 | -8 | 15% | 3%
Next section.
SMILES | TNAP activation fold | Yfh1-off respiration | M1AAP inhibition | human PMI inhibitors | XIAP antagonists | LYP phosphatase | WT yeast gro inh | WT yeast gro inh mutant strain | human PMI inhibition | M17LAP inhibition
CCc1ccccc1N1CSC2=C(C#N)C(c3cc(OC)c(OC)cc3OC)CC(=O)N2C1 (stereo not given) | 1 | i | 13% | 9% | -8.7% | 3% | -1 | -5 | 46% | -24%
CC1(C)CC(=O)c2cnc(NC(=O)CSC(=S)N3CCCCC3)nc2C1 | . | i | -4% | . | . | -9% | . | . | . | -1%
c1ccc(N(c2ccccc2)c2nc(N3CCOCC3)nc(N3CCOCC3)n2)cc1 | 1 | . | . | 8% | -6.5% | 0% | 4 | -9 | 6% | .
O=C(C[n+]1ccccc1)N/N=C/c1ccccc1[N+](=O)[O-] | 1 | i | 8% | -3% | -4.2% | -1% | -25 | 8 | -6% | -3%
O=C(CCC(=O)N1CCCC1)Nc1nnc(C(F)(F)F)s1 | 1.1 | i | 2% | 8% | -23% | -8% | 20 | -2 | 10% | -2%
CC(=O)OC(C(=O)N1CCOCC1)c1c(F)cccc1F (stereo not given) | 1.1 | i | 6% | 1% | 2.4% | -4% | -15 | -16 | 6% | 4%
Cc1ccc(NCc2nnc(SCC(=O)c3ccccc3)o2)c(C)c1 | 1.1 | i | 10% | 6% | 1.0% | -1% | 7 | -5 | 1% | -45%
COCc1nc(-c2cc(OC)c(OC)c(OC)c2)no1 | 1.1 | i | 2% | 4% | -1.7% | -12% | -9 | 4 | 3% | 7%
COc1ccc2[nH]c3c(=O)n(CCCCC(=O)NCCN4CCCC4)c(=S)[nH]c3c2c1 | 1 | i | 13% | 10% | -8.7% | -8% | -4 | 2 | 15% | -12%
Cc1c(C(=O)NC(Cc2ccccc2)c2nc3ccccc3[nH]2)cccc1[N+](=O)[O-] (stereo not given) | 0.9 | i | 4% | 25% | -3.5% | 1% | -4 | -11 | 10% | -30%
CCc1c(C(=O)N/N=C/c2ccc(C)o2)csc1C | 1 | i | 8% | 14% | -1.9% | -2% | 10 | 4 | 6% | -6%
Cc1cc(C)c(NC(=O)C(C)Sc2nnc(-c3ccco3)n2-c2ccccc2)c(C)c1 (stereo not given) | 1.2 | i | -1% | 0% | -3.9% | -5% | 11 | 23 | -1% | -1%
CNC(=O)c1c(NC(=O)C(C)C)sc2c1CCC2 | . | i | 6% | . | . | -3% | . | . | . | 10%
CN=c1scc(C)n1/N=C/c1ccc(O)cc1O | 1 | i | 19% | 0% | -6.0% | -6% | 7 | 89 | -4% | 18%
CCc1cccc(NC(=O)c2cc(OC)c(OC)c(OC)c2)c1 | 1.1 | i | 10% | 2% | -4.7% | -8% | 10 | -2 | 2% | 4%
S=c1nc(-c2sccc2OCc2ccc(Cl)cc2Cl)[nH][nH]1 | 1.8 | i | -18% | 15% | -2.9% | -3% | 64* | 19* | 14% | -3%
O=c1[nH]c(NCCO)nc2c1C1(CCCC1)Cc1ccccc1-2 | 0.9 | i | 15% | 9% | -2.0% | -12% | 9 | 9 | 3% | -91%
O=C(CN1CCC(n2nnc3cc(C(F)(F)F)ccc32)CC1)NCc1cccs1 | 1.1 | . | 1% | 3% | -6.9% | -3% | 10 | -3 | 2% | 5%
Cn1c(SCC(=O)NCc2cccs2)nnc1-c1cccs1 | 1.1 | i | -1% | 9% | -5.2% | 0% | 10 | 0 | 12% | 9%
CNC(=S)NN(C)c1nc(C)cc(C)n1 | 1.1 | i | 0% | 3% | -3.0% | -5% | 5 | -7 | 2% | -9%
O=C1c2cccnc2Nc2ccccc2N1CCCF | 1 | i | -1% | -8% | -3.7% | 0% | 32 | 19 | -4% | -1%
O=C(/C=C/Nc1ccccc1Oc1ccccc1)c1ccco1 | 1.1 | i | 14% | 12% | -3.4% | -3% | 55 | 27 | 7% | 0%
CCN(CC)C(=O)CN1C(=O)C2(NC(=O)c3ccccc3N2)c2ccccc21 (stereo not given) | 1.1 | i | 5% | -5% | -6.1% | -4% | 12 | -14 | -3% | -5%
COC(=O)[C@@]1(Cc2ccc(OC)cc2)[C@H]2c3cc(C(=O)N(C)C)n(CCSCCO)c3C[C@H]2CN1C(=O)c1ccccc1 | 1.1 | i | -2% | -4% | -10% | -4% | 23 | -5 | -4% | 9%
O=[N+]([O-])c1ccccc1N/N=C1\CCc2ccccc21 | 0.9 | i | 0% | 10% | 2.3% | -4% | -1 | 4 | 6% | -2%

Fetched by structure from the entries so far (3):
SMILES | TNAP activation fold | Yfh1-off respiration | M1AAP inhibition | human PMI inhibitors | XIAP antagonists | LYP phosphatase | WT yeast gro inh | WT yeast gro inh mutant strain | human PMI inhibition | M17LAP inhibition
CCc1cccc(NC(=O)c2cc(OC)c(OC)c(OC)c2)c1 | 1.1 | i | 10% | 2% | -4.7% | -8% | 10 | -2 | 2% | 4%
CNC(=O)c1c(NC(=O)C(C)C)sc2c1CCC2 | . | i | 6% | . | . | -3% | . | . | . | 10%
S=c1nc(-c2sccc2OCc2ccc(Cl)cc2Cl)[nH][nH]1 | 1.8 | i | -18% | 15% | -2.9% | -3% | 64* | 19* | 14% | -3%

Further records follow:
SMILES | TNAP activation fold | Yfh1-off respiration | M1AAP inhibition | human PMI inhibitors | XIAP antagonists | LYP phosphatase | WT yeast gro inh | WT yeast gro inh mutant strain | human PMI inhibition | M17LAP inhibition
Cc1ccc(C(=O)N/N=C\c2ccc([N+](=O)[O-])o2)cn1 | . | i | 10% | . | . | -6% | . | . | . | 18%
O=C(COC(=O)c1ccc[nH]c1=O)NC1CCCc2ccccc21 (stereo not given) | . | i | 3% | . | . | -6% | . | . | . | -13%
Cc1ccn2cc(-c3ccc(S(=O)(=O)N4CCOCC4)cc3)nc2c1 | 1.1 | . | . | 8% | -3.6% | -2% | 10 | -7 | 0% | .
CC(C)CCNC(=O)c1cccc(C(=O)NCCC(C)C)c1 | 1.1 | i | -1% | -2% | -1.8% | -4% | -6 | -5 | -3% | 4%
CCOc1ccccc1N1CCN(C(=O)c2csc(C)c2CC)CC1 | 1.1 | i | 3% | 7% | -3.8% | -2% | 21 | 10 | 5% | 2%
O=S(=O)(NCc1ccccn1)c1cccc2nsnc12 | 1.1 | i | 3% | -10% | -1.1% | -4% | 12 | 7 | 3% | 4%
CC(Oc1ccccc1F)c1ccnc2nc(/N=C/N(C)C)nn12 (stereo not given) | 1 | i | 4% | 11% | -3.2% | -6% | 1 | -2 | 6% | 0%
CCOc1ccccc1N(CC)C(=O)Cn1ncc2c(=O)oc3ccccc3c21 | 1.1 | i | 16% | -9% | -15% | -1% | 17 | 8 | 5% | 0%
O=C(CSc1nnc(-c2ccncc2)o1)NC1C2CC3CC(C2)CC1C3 (stereo not given) | 1.1 | i | -2% | 10% | -8.1% | 2% | -10 | -24 | 7% | 0%
CCOC(=O)c1c(NS(=O)(=O)c2ccc(Br)cc2)sc2c1CCC2 | . | i | 23% | . | . | . | 65* | -1.0* | . | 34%
CC(=O)Nc1ccc2nc(C3CCCCC3)[nH]c2c1 | 1.1 | i | 5% | 16% | -2.0% | -8% | 8 | 1 | 11% | 10%
